# Compound activity deposited in PubChem BioAssay by several laboratories.
# MC4R ag barr – agonists of human melanocortin 4 receptor (MC4R) beta-arrestin | U2OS MC4R beta-arrestin complementation, luminescence; percent of melanotan II response, DMSO zero | activation, % at 8.9 µM | P32245 | AID 540308 | actives 0.98% (n = 360,000);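 active means activation above a per-plate cutoff, the mean activation of sample wells on that plate plus 3 SD, cut at about 8% in these data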
# N-glyco inh – blocks N-linked glycosylation in D54 reporter cells; reporter increase, % at 12.5 µM; D54 ERlucT glycosylation luciferase reporter, 24 h; percent of 100 nM tunicamycin response; AID 588692; actives 0.23% (n = 360,000);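 active means mean luciferase reporter signal, scaled so untreated is 0 and the glycosylation-blocking control 100, at or above a set limit in every replicate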;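 further: luciferase carries N-glycosylation sites so blocking glycosylation raises the light; 0% = median of neutral control wells and 100% = median of 100 nM tunicamycin wells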
# H9c2 protect – protects H9c2 cardiomyocytes from peroxide injury; H2O2 injury protection, ATPLite, 2 h; protection from H2O2 cell death, % at 20 µM; actives 0.63% (n = 360,000); AID 588492;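 active means compounds giving at least 50% protection of heart cells from peroxide-induced death in the single-dose screen, raw or plate-pattern-corrected value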;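 further: 0% = DMSO wells with peroxide and 100% = DMSO wells without peroxide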
# NOD2 RIPK2 PPI – blocks binding of human NOD2 to RIPK2; O43353; CHO BLA complementation NOD2-RIPK2, CCF4 ratio; inhibition, % at 4.98 µM; actives 0.38% (n = 360,000); AID 624267; in the data active means inhibition above about 21%;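 further: 0% = vehicle only and 100% = reference blocker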
# TLR9-MyD88 block – TLR9-MyD88 interaction inhibition; Q9NR96+Q99836; CHO BLA complementation TLR9-MyD88, CCF4 FRET ratio; inhibition, % at 4.98 µM; actives 0.21% (n = 340,000); AID 504734;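 active means inhibition above the mean over all tested compounds plus 3 SD, cut at about 21% in these data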;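 further: 0% = DMSO only wells and 100% = clavulanate BLA inhibitor control wells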
# m5-HT2A agonist – activates the mouse 5-HT2A serotonin receptor. P35363. CHO-K1 mHTR2A beta-arrestin complementation, luminescence; percent of 30 µM serotonin response. activation, % at 7.6 µM. actives 0.66% (n = 360,000). AID 624169;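 active means activation above a run cutoff, the mean activation of all tested compounds plus 3 SD, cut at about 14% in these data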;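 further: 0% = plate median of compound wells and 100% = 30 µM serotonin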
# SRC2 inh – inhibits human steroid receptor coactivator 2 | Q15596 | HEK293 GAL4-SRC2 luciferase reporter, luminescence | inhibition, % at 9 µM | actives 0.17% (n = 370,000) | AID 651957;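 active means inhibition above the mean inhibition of all tested compounds plus 3 SD, set per campaign, cut at about 52% in these data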;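 further: 0% = DMSO treated cells and 100% = cells given Gossypol at 36 µM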
# Target sequence (Q15596 whole entry, looked up, the tested form may be a part): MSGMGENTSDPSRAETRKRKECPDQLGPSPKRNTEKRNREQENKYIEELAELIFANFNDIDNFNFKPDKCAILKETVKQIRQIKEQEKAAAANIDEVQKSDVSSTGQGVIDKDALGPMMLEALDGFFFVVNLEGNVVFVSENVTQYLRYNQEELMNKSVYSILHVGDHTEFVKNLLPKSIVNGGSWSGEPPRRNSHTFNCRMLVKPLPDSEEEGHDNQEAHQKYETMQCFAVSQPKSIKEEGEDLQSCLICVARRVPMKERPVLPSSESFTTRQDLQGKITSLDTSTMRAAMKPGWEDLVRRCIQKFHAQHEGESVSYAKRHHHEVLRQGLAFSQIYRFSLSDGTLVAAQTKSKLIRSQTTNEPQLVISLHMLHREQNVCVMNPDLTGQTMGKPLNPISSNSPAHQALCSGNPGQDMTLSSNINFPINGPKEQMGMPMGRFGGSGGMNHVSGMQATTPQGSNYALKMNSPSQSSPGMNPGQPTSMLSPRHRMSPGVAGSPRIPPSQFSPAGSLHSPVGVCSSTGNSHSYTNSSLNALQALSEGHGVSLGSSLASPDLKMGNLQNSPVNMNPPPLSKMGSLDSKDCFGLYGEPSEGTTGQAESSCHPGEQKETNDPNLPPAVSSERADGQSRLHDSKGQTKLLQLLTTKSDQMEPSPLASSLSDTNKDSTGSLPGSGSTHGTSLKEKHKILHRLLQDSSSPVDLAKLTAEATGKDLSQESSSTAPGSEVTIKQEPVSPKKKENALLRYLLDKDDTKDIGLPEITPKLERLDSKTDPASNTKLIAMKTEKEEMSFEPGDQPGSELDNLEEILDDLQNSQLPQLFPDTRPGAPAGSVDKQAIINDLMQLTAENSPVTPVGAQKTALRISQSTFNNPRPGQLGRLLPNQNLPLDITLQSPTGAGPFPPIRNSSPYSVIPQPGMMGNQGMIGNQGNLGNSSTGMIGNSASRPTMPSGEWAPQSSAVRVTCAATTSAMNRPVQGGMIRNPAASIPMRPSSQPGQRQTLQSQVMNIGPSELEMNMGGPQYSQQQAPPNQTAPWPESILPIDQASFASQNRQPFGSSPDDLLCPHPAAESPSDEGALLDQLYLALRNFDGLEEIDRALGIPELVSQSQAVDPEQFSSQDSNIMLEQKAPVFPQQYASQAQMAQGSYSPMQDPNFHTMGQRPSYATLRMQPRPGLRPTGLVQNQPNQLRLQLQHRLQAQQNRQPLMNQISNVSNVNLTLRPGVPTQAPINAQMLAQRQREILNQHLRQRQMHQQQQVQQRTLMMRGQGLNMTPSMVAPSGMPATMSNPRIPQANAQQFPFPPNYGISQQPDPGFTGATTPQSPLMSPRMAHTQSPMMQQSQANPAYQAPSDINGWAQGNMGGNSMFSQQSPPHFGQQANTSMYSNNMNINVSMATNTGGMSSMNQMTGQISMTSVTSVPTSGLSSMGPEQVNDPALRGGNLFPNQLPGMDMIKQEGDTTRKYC
# MC4R antag cAMP – antagonists of human melanocortin 4 receptor (MC4R). MC4R-expressing cells, MTII-stimulated cAMP, LANCE TR-FRET. inhibition, % at 6.5 µM. actives 0.48% (n = 360,000). AID 540295;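 active means inhibition above its plate's cutoff, the mean of tested wells on that plate plus 3 SD, cut at about 29% in these data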;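 further: 0% = Melanotan II alone and 100% = Melanotan II plus saturating MCL0020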
#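 Assay system: U2OS-MC4R stable cell line; Also added: Melanotan II; Technique: Eu-cAMP/anti-cAMP TR-FRET, emission 671 nm; Times: 30-min compound, 1-h challenge, 1-h detection, room temperature.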
# ABCB6 inh MLPCN – inhibitors of human ABC transporter ABCB6; Q9NP58; K562-ABCB6 porphyrin accumulation, flow cytometry, 1 h; stronger effect = lower value; fluorescence ratio to DMSO, % at 10 µM; actives 0.19% (n = 360,000); AID 602162;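 active means fluorescence ratio to DMSO below 75%, the collection mean minus 3 SD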;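 further: signal is porphyrin accumulated inside mitochondria; 100% equals median channel fluorescence of DMSO control wells; lower ratio means ABCB6 inhibition with less porphyrin fluorescence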
# ABHD5-PLIN5 inh – inhibitors of human ABHD5-perilipin-5 interaction. Q00G26+Q8WTS1. Split G. princeps luciferase complementation, luminescence, 4 h. inhibition, % at 4 µM. actives 0.78% (n = 360,000);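 active means inhibition above the mean inhibition across every tested compound plus 3 SD, cut at about 22% in these data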;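 further: 0% = DMSO only wells and the 100% control is not disclosed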
# The depositor's hits bear a star; nt = not tested or not shown. Not all compounds are listed; the hit share may differ from the screen's.
SMILES,MC4R ag barr,N-glyco inh,H9c2 protect,NOD2 RIPK2 PPI,TLR9-MyD88 block,m5-HT2A agonist,SRC2 inh,MC4R antag cAMP,ABCB6 inh MLPCN,ABHD5-PLIN5 inh
CC1CCN(C(=O)CNC(=O)c2cccc(OC(F)F)c2)CC1,-2.2,0,1,-3,-3,-5,-35,6,102,0
N#Cc1c(-c2ccccc2)[nH]c(=S)[nH]c1=O,-0.2,0,0,6,-3,22*,-12,10,97,15
COc1ccc(Cc2nnc(NC(=O)c3ccccc3C)s2)cc1,3.3,3,-3,14,9,2,-15,1,105,11
CCCCc1nc2ccccc2c(NC(=O)CN(CC)CC)c1CCC,-1.1,-1,13,-3,-3,1,15,5,88,0
CN(C)c1ccc(-c2ccnc3c2CC(C)(C(=O)NCC2CCOCC2)O3)cc1 (configuration not stated),-2.0,3,4,4,nt,-2,0,-1,102,5
CC(C)COc1ccc(-c2nn(-c3ccccc3)cc2/C=C2/SC(=S)N(CC(=O)O)C2=O)cc1,0.0,2,-2,4,4,-4,4,8,99,5
O=C(NCC(=O)N1CCCC(C(F)(F)F)C1)c1ccccc1Br (configuration not stated),-1.7,3,-4,2,9,6,-20,0,104,6
CC(=O)c1ccc(NC(=O)CSCC(=O)Nc2ccc3ccccc3c2)cc1,-1.7,6,-14,-2,1,3,0,-4,102,4
Cc1occc1C(=O)NNC(=O)c1cccc(F)c1,-0.7,1,7,-13,-9,3,-21,4,96,0
O=C(COC(=O)CNC(=O)C1CCCCC1)Nc1ccccc1OC(F)F,-1.4,-1,-6,1,-11,2,-16,8,100,-5
Cc1ccc(N2CCN(S(=O)(=O)N(C)C)CC2)cc1Cl,-0.9,1,-6,-5,-2,8,-50,-4,89,5
O=C(O)c1ccccc1N/N=C\c1ccnc2ccccc12,2.7,-16,-31,-5,5,14*,-78,8,91,-3
COc1ccccc1OCC(=O)NCCc1nc2ccccc2[nH]1,-1.8,3,1,-1,-1,-3,1,0,112,2
Fc1cnc(N2CCN(c3ccccc3)CC2)nc1N1CCN(c2ccccc2)CC1,0.2,-6,-18,-2,-6,8,-7,6,94,-1
Cc1ccccc1C(=O)NCCCc1ccccc1,4.4,4,-2,-3,-12,-1,2,6,99,7
Cc1cccc(C#Cc2ccccc2)n1,-1.9,-4,-25,-5,-5,-9,-36,8,98,-6
CCCn1nnnc1SCC(=O)NCc1ccccc1,0.9,-1,6,-2,-3,1,2,-5,95,6
COc1cc(/C=N/NC(=O)c2ccoc2C)cc(OC)c1OC,2.1,4,8,-16,-3,6,-35,-13,102,-2
COc1ccc2c(c1)-c1ccccc1S(=O)(=O)N(C)C2,-0.3,-1,5,-2,-2,1,-16,-1,96,-1
CN(C)CC(O)CN1C(=O)NC(C)(C)C1=O (configuration not stated),-3.6,1,2,-9,7,-1,-26,1,105,-1
CN(C)CCCn1c2c(c(SCC(=O)Nc3cccc4ccccc34)nc1=O)CCC2,-1.3,-8,1,-2,5,1,-13,11,96,8
COc1ccc(-c2oc3ccc(N4CCOCC4)cc3c2C#CCO)cc1,0.8,6,20,3,-4,10,11,20,95,-2
CCOC(=O)c1ccc(NC(=O)CCN2C(=O)C3CC=CCC3C2=O)cc1 (configuration not stated),1.0,0,0,-8,-8,-3,-31,18,92,-3
CC(C)CC1=NC(C(F)(F)F)(C(F)(F)F)c2c(n(CC(C)C)c(=O)[nH]c2=O)N1,1.2,-1,-4,-6,-3,3,-21,0,84,-2
COc1ccccc1S(=O)(=O)Cc1ccc(C(=O)NC2CC2)o1,-0.5,1,5,-4,0,-3,8,-4,87,7
O=C(CSc1ccc(C(F)(F)F)cc1[N+](=O)[O-])NCCOc1ccccc1,7.2,2,-3,6,2,-1,11,9,105,-6
Oc1ccccc1N1CCN(Cc2ncc(-c3ccccc3)o2)CC1,-0.5,0,-4,5,-7,-13,4,13,100,4
CCCNC(=O)c1oc2ccc3c(c2c1C)C(O)CC(C)(C)O3 (configuration not stated),-0.2,0,4,5,-1,-3,-24,9,98,8
CC[C@@]12C(=O)N(c3cccc(F)c3)C(=O)N1[C@H](c1cccc(C)c1)[C@@H]1C(=O)N(Cc3ccccc3)C(=O)[C@@H]12,-1.1,7,-3,7,-12,0,23,5,90,5
C[C@H](O)[C@@H]1C(=O)N2CCc3ccc(-c4ccccc4)cc3[C@@H]2C[C@@H]1N(C)C(=O)Nc1cc(Cl)cc(Cl)c1,0.4,0,-13,-3,0,-3,-18,9,101,-1
O=[N+]([O-])c1cccc(-c2ccc(/C=N/NC(=S)Nc3cccc(F)c3)o2)c1,2.0,-2,10,-4,7,-6,21,-3,94,-1
CCOC(=O)C1=C2NC(=O)c3ccccc3N2C(=O)C1,-1.5,2,8,5,2,1,-29,2,91,0
N#Cc1cc(C(=O)c2ccccc2O)cn(-c2nccs2)c1=O,0.3,3,6,2,11,1,-13,8,93,5
CCN1CCN(S(=O)(=O)c2ccc(Cl)c(C(=O)Nc3ccc(OC(F)F)cc3)c2)CC1,-3.7,-4,-3,2,0,-7,-27,4,99,0
CCOC(=O)c1ccc(NC(=O)C2CC(=O)N(c3ccc4c(c3)OCCO4)C2)cc1 (configuration not stated),-0.5,-3,-11,-4,-2,-3,13,7,96,-5
C#CCN1C(=O)S/C(=C\c2ccc(-c3ccc(Cl)c(C(=O)O)c3)o2)C1=O,0.2,1,-6,11,-3,0,-28,-4,103,10
COc1ccc2nc(NC(=O)c3cccs3)sc2c1,0.1,2,-12,13,nt,-2,-18,0,92,5
CC(CC1C(C#N)=C(N)SC(N)=C1C#N)c1ccccc1 (configuration not stated),-1.9,2,-26,-4,-12,8,4,0,97,-7
COc1cc(CCC(=O)Nc2sccc2C#N)cc(OC)c1OC,0.3,0,-4,-8,6,6,-8,6,103,-1
CCCNC(=S)Nc1ccccc1,-2.4,1,-3,-11,5,-3,23,4,98,0
NN1C(=O)NC(c2ccccc2)(c2ccccc2)C1=O,0.2,3,-2,-1,0,4,-35,-8,91,5
Cc1n[nH]c(=O)c2c(NC(=O)CSc3nn(-c4ccc(F)cc4)c(=S)s3)oc(C)c12,-0.1,0,-1,-6,-7,0,-9,-2,105,-15
CCCCNC(=O)/C(C#N)=C/c1ccc(-c2ccc(S(=O)(=O)N3CCOCC3)cc2)o1,-1.1,0,17,0,8,-1,-13,5,97,2
Cc1cccn2c(=O)c3cc(C(=O)NCc4ccco4)c(=N)n(CCc4ccccc4)c3nc12,0.0,53*,26,1,-18,-4,-14,21,101,16
COC(=O)c1scc(C)c1N1C(=O)c2ccccc2C1=O,-0.8,1,4,-10,nt,0,-1,1,100,5
Cc1ccc(C(=O)c2ccccc2C(=O)O)s1,-1.9,3,-4,0,11,-4,9,5,100,-1
COc1cccc(CC2CC(=O)N(CCc3ccc4c(c3)OCO4)C2=O)c1 (configuration not stated),-0.2,2,2,-7,3,-6,-25,0,93,-4
CC(=O)c1ccc(C)cc1OC(=O)c1cccc(F)c1,-1.8,0,0,0,-11,0,7,5,104,3
Cc1cc(C(=O)N/N=C/c2c(C)nn(-c3ccccc3)c2Cl)n[nH]1,-1.6,-2,24,-6,nt,-2,-52,-3,94,5
COc1cccc(Cn2c(OCC3CCCO3)nc3c2c(=O)n(C)c(=O)n3C)c1 (configuration not stated),-4.4,-3,-4,0,1,1,-9,-5,112,1
C=CCn1c(Cc2cccs2)nnc1SCC(=O)c1cccc(Br)c1,-0.1,-1,3,2,-12,-8,8,-2,91,-2
O=C(NNC(=O)c1ccccc1Cl)c1ccncc1,0.5,2,0,-7,3,10,17,4,98,-2
CC(C)=C[C@@H]1C[C@H](C)[C@H]2CC[C@H](C)c3c(O)c(O)c(C)c1c32,0.4,4,-2,-2,-7,5,9,-3,94,-17
O=C(COC(=O)c1ccccn1)NCCCc1ccccc1,-1.0,1,3,-11,3,-3,-14,7,95,-3
CCOCCCNC(=O)CCNC(=O)c1cc(OC)c(OC)c(OC)c1,-1.4,3,-1,-5,4,3,12,9,93,2
Cc1cnc(C(=O)Oc2cccc(Cl)c2Cl)cn1,0.2,0,0,-5,-3,-5,-14,-3,101,19
O=C(CN1CCOCC1)N1c2ccccc2Sc2ccc(Cl)cc21,0.2,-1,-3,12,-1,2,11,18,103,0
COc1cnc(-c2ccccc2)c(-c2ccccc2)n1,0.1,0,-2,0,-6,-4,16,22,100,-8
COc1ccc2nc(-c3ccccc3)nc(SCC(=O)NCC3CCCO3)c2c1 (configuration not stated),-0.2,0,4,1,5,1,-7,10,106,0
CC(C)c1ccc(CNc2ncccn2)cc1,-1.8,0,0,9,-5,-3,-36,8,97,-1

# Reprinted from the entries so far for reference:
SMILES,MC4R ag barr,N-glyco inh,H9c2 protect,NOD2 RIPK2 PPI,TLR9-MyD88 block,m5-HT2A agonist,SRC2 inh,MC4R antag cAMP,ABCB6 inh MLPCN,ABHD5-PLIN5 inh
Cc1ccc(C(=O)c2ccccc2C(=O)O)s1,-1.9,3,-4,0,11,-4,9,5,100,-1
COc1cccc(CC2CC(=O)N(CCc3ccc4c(c3)OCO4)C2=O)c1 (configuration not stated),-0.2,2,2,-7,3,-6,-25,0,93,-4
CC(=O)c1ccc(C)cc1OC(=O)c1cccc(F)c1,-1.8,0,0,0,-11,0,7,5,104,3

# (more compounds)
SMILES,MC4R ag barr,N-glyco inh,H9c2 protect,NOD2 RIPK2 PPI,TLR9-MyD88 block,m5-HT2A agonist,SRC2 inh,MC4R antag cAMP,ABCB6 inh MLPCN,ABHD5-PLIN5 inh
CC1CC(C)CN(C(=O)c2ccc(S(=O)(=O)N3CCCCC3)cc2)C1 (configuration not stated),7.8,-1,-4,-3,-5,3,-15,14,99,-5
CCC(=O)c1ccc(CCCCCC(=O)O)s1,-2.0,1,-1,-15,-3,-2,-10,-2,94,-8
CCSc1nnc([C@@H]2CCCN2C(=O)OC(C)(C)C)o1,-1.9,0,-1,1,-1,-5,7,-4,85,3
Cn1c2ccccc2c2c(C(=O)NCc3ccco3)cn(C3CCCCC3)c(=O)c21,0.5,1,18,-2,-2,-2,0,16,87,6
O=C(CCNS(=O)(=O)c1ccccc1)NNC(=O)COc1ccccc1F,-2.8,1,4,-4,3,1,-11,2,101,5
Cc1ccc(C2=NN(C(=O)CCC(=O)O)C(c3ccc4c(c3)OCO4)C2)cc1 (configuration not stated),-1.5,2,-7,2,-8,-4,-12,3,93,-6
c1ccc(C2CC(c3ccccc3)n3ncnc3N2)cc1 (configuration not stated),0.5,0,2,-4,-6,9,8,6,95,12
Cn1c(=O)[nH]c(=O)c2c1nc(N1CCN(c3ccccc3)CC1)n2CCSc1ncccn1,1.4,-2,26,0,2,3,-12,12,100,11
C/C(=N\NC(=O)c1ccc(CSc2nncn2C)cc1)c1ccc2ccccc2c1,-1.7,2,-3,-9,5,0,-22,5,102,3
COc1nc(OC)nc(N2CCCCCC2)n1,-1.6,1,-2,6,2,11,5,1,97,3
O=C(NCc1cc([N+](=O)[O-])ccc1O)c1cccnc1Sc1ccccc1,-3.9,0,0,-7,-4,-2,3,-9,92,0
